Bioassay records as filed in PubChem.
IL1B NFkB inh = blocks IL-1B driven NFkB nuclear translocation in HUVEC cells; HUVEC IL-1B NFkB p65 nuclear translocation imaging; inhibition, % at 2 µM; 0.43% of 94,000 active;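 active means inhibition above about 30% together with a positive call from visual inspection of the well image, limit read from the data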;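 further: nuclear over cytoplasmic p65 intensity ratio measured by imaging; 0% = IL-1B stimulated DMSO wells and 100% = unstimulated DMSO wells; values of inactives mirror those of a sister screen read the other way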
MRP resist rev = compounds reversing MRP-mediated drug resistance; H69AR cells + 2 uM doxorubicin, CellTiter-Glo, 72 h; 0.04% of 85,000 active; differential viability (reversal), % at 10 µM; AID 602;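 active means viability drop by adding the cancer drug above about 55%, with treated viability meeting a 40% cutoff, limit read from the data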;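 further: viability without doxorubicin minus viability with 2 µM doxorubicin for each compound; larger differential means the compound sensitizes cells more to doxorubicin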
Bcl-B TR3 displacers = displacers of TR3 peptide from Bcl-B, primary screen, selectivity assay for Bfl-1 inhibitor project, biochemical, fluorescence polarization. FP displacement of FITC-TR3 peptide from Bcl-B; higher % means a stronger effect. displacement, % at 20 µM; hits with a dose series show IC50 in µM. AID 748. 0.11% of 96,000 active;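 active means displacement above 50% at 20 µM plus a fluorescence interference ratio under 1.5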;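 further: plate controls were wells without compound for no effect and wells lacking Bcl-B protein for full effect; a part of the inactive calls stands beside numbers as strong as those of hits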
PLAP inhibitors HTS = inhibition of human placental alkaline phosphatase – biochemical, luminescence, HTS (AID 690); purified PLAP, luminescent substrate; higher % means a stronger effect; inhibition, % at 20 µM; hits with a dose series show IC50 in µM; 0.08% of 96,000 active; in the data active means a potency from the dose series; inactive means the rest, 99 in 100 with inhibition below about 30%; further: strong numbers were not always called active
NFkB transloc pot = enhances IL-1B driven NFkB nuclear translocation; activation, % at 2 µM; AID 819; 0.3% of 94,000 active; HUVEC IL-1B NFkB p65 nuclear translocation imaging;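 active means activation above 40%, about the mean plus 3 SD, also judged a hit on visual image review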;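 further: percent activation is computed from the nuclear over cytoplasmic p65 intensity ratio; values of inactives mirror those of a sister screen read the other way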
MRP resist rev cytotoxicity = further read-out of MRP resist rev, marked with its call; viability, %; H69AR cells, CellTiter-Glo, 72 h; measured here: cytotoxicity without doxorubicin
MRP resist rev with doxorubicin = second read-out of MRP resist rev, no call of its own (marks repeat the call); viability, %; measured here: viability with 2 uM doxorubicin; stronger effect = lower value
IL1B NFkB inh cell count 2 µM = recorded beside IL1B NFkB inh, whose call it bears; cell count; measured here: cells passing quality filter;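 raw number of nuclei counted in each imaged well without normalization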
NFkB transloc pot cell count 2 µM = second read-out of NFkB transloc pot, no call of its own (marks repeat the call); cell count; measured here: cells passing quality filter
* = called active by the depositor; · = not tested or not shown.

mol	IL1B NFkB inh	IL1B NFkB inh cell count 2 µM	MRP resist rev	MRP resist rev cytotoxicity	MRP resist rev with doxorubicin	Bcl-B TR3 displacers	PLAP inhibitors HTS	NFkB transloc pot	NFkB transloc pot cell count 2 µM
CCCc1cc2c(cc1NC(=O)c1ccc(Br)cc1)OCO2	·	·	·	·	·	11%	-9%	·	·
S=C(Nc1ccccc1)N1CCCCCC1	2	149	·	·	·	1%	1%	-2	149
COC(=O)c1ccc(C)c(NC(=O)c2c(-c3ccccc3)noc2C)c1	-35	130	-2	57	59	1%	-13%	35	130
COc1cc2c(cc1NC(=O)COc1ccc3ccccc3c1)oc1ccccc12	-6	183	·	·	·	-15%	-17%	6	183
COc1ccc(C2CC(c3cc(Br)ccc3F)n3nnnc3N2)cc1 (stereo unspecified)	·	·	11	101	90	-8%	19%	·	·
CCNC(=O)CSc1nnc(-c2cccc(S(=O)(=O)N(CC)CC)c2)n1CCc1ccccc1	4	153	21	101	80	-16%	-59%	-4	153
C=CCn1c(=NC(=O)CN2C(=O)CCC2=O)sc2cccc(OC)c21	-17	167	-1	88	88	-3%	2%	17	167
Cc1ccccc1/[N+]([O-])=C/c1ccncc1	-16	161	·	·	·	-4%	-10%	16	161
O=C(OC1CCCCC1)c1ccc2c(c1)C1C=CCC1C(C(=O)O)N2 (stereo unspecified)	·	·	·	·	·	2µM*	-14%	·	·
CCOC(=O)c1ccccc1NC(=O)Cn1cnc2c(cnn2C(C)(C)C)c1=O	-7	96	-30	37	67	9%	2%	7	96
CC(N)C12CC3CC(C1)CC(C(C)N)(C3)C2 (stereo unspecified)	5	75	-5	92	97	-6%	17%	-5	75
CS(=O)(=O)c1ccc2nc(NC(=O)c3cc4ccccc4o3)sc2c1	1	136	·	·	·	10%	-22%	-1	136
CCCOC(=O)C1=C(C)NC2=C(C(=O)CCC2)C1c1cccc(OC)c1OC (stereo unspecified)	-3	45	2	94	92	-1%	-27%	3	45
COc1ccc(C(=O)c2cn[nH]c2-c2cc(Cl)ccc2O)cc1	-2	145	-7	83	90	2%	-124%	2	145
CCc1ccc(NC2=CC(=O)CC(c3ccco3)C2)cc1 (stereo unspecified)	-18	162	13	80	66	-2%	15%	18	162
Cc1ccnc(NS(=O)(=O)c2ccc(NS(=O)(=O)Cc3ccccc3)cc2)n1	2	130	·	·	·	-6%	15%	-2	130
Cc1ccc(-c2nnc(Nc3ccccc3)c3ccccc23)cc1S(=O)(=O)NCC1CCCO1 (stereo unspecified)	-11	168	·	·	·	2%	-12%	11	168
Cc1ccc(OCc2nnc(SCC(=O)Nc3cccc4ccccc34)n2-c2ccccc2)cc1	-1	87	-19	18	37	·	·	1	87
O=C(Nc1cccc(Cl)c1)Nc1ccccc1C(=O)NCc1ccco1	-2	158	15	85	71	-2%	7%	2	158
CCOc1ccc(NC(=O)Nc2ccc3c(c2)nnn3C)cc1	-32	172	·	·	·	-1%	2%	32	172
Cc1cccc(NC(=O)CSc2nnc(C)n2Cc2ccccc2)c1	-8	192	-2	106	108	1%	16%	8	192
CCOC(=O)c1c(C)[nH]c(C(C)=O)c1C	-8	61	17	106	89	-3%	-5%	8	61
Cc1ccc(S(=O)(=O)N(CC(O)CN2CCCCC2)c2ccccc2)cc1 (stereo unspecified)	-4	186	4	93	90	7%	-8%	4	186
C=C(C)c1cccc(C(C)(C)NC(=O)N2CCCC2)c1	-12	146	18	103	85	·	·	12	146
Cc1nnc(-n2ncc(C#N)c2N)c2nn(-c3ccccc3F)c(C)c12	-22	133	6	90	84	·	·	22	133
O=C(OCCCCN1C(=O)c2ccccc2C1=O)c1ccc(S(=O)(=O)N2CCCC2)cc1	·	·	14	93	79	3%	-1%	·	·
Cc1cccc(N/C=C/C(=C(C#N)C#N)N(C)C)c1	-2	118	·	·	·	8%	18%	2	118
Fc1ccc(OCCCCCN2CCCC2)cc1	-2	147	·	·	·	-13%	-15%	2	147
CCOc1ccc2[nH]c(C)c(CN(C)C)c(=O)c2c1	·	·	-2	102	104	1%	13%	·	·
NC(=O)C1(N2CCCCC2)CCN(C(=O)CSc2nc3ccccc3[nH]2)CC1	2	141	·	·	·	·	·	-2	141
Cc1ccc(N2C(=O)C3ON(c4ccccc4)C(c4ccncc4)C3C2=O)c(C)c1 (stereo unspecified)	-10	109	2	100	97	-6%	-41%	10	109
O=C(NCC1CCCO1)c1ccc(CS(=O)(=O)c2ccc(Br)cc2)o1 (stereo unspecified)	2	55	0	92	93	-1%	5%	-2	55
CCC(=O)NC(=S)Nc1cccc(NC(=O)CC)c1	-6	143	·	·	·	-17%	4%	6	143
Cn1ccnc1SCC(=O)Nc1ccc(Oc2ccccc2)cc1	3	169	11	98	87	-8%	-58%	-3	169
CCCCCn1c(=O)c(C(=O)c2ccccc2)nc2ccccc21	7	196	-6	71	77	8%	-1%	-7	196
O=C1CCN=C(Nc2ccc(F)cc2)N1Cc1ccccc1	-16	78	5	93	88	49%	-34%	16	78
COC(=O)c1ccsc1NC(=O)CSc1nnnn1Cc1ccccc1	7	160	-4	59	63	·	·	-7	160
CCn1c(-c2ccsc2)nc2c1c(=O)[nH]c(=O)n2Cc1ccccc1	·	·	7	88	81	-1%	12%	·	·
CC(=O)Nc1ccc(N2C(=O)CSC2c2ccc(F)cc2)cc1 (stereo unspecified)	·	·	-2	91	93	-7%	-1%	·	·
COc1ccc(-c2nn3c(-c4ccccc4)nnc3s2)cc1OC	·	·	-3	68	70	-46%	-47%	·	·
CCn1c(SCC(=O)Nc2ccccc2)nc2c1c(=O)n(C)c(=O)n2C	-10	111	13	89	76	·	·	10	111
CC(=O)Nc1nonc1-c1nc2ccccc2n1Cc1ccccc1	1	145	·	·	·	-3%	-38%	-1	145
CC(C)(C)Nc1nc(N2CCCC2)nc(N2CCCC2)n1	9	164	-10	41	51	-14%	-10%	-9	164
CCCNC(=O)C1CCN(S(=O)(=O)c2ccc(-c3nn[nH]n3)cc2)CC1	-2	153	·	·	·	2%	-12%	2	153
Cc1ccc2nc(C(O)C(O)c3nc4ccc(C)cc4[nH]3)[nH]c2c1 (stereo unspecified)	-21	172	-3	87	90	-8%	-113%	21	172
CCn1c2ccccc2c2nc3cc(S(=O)(=O)N4CCOCC4)ccc3nc21	0	202	-5	6	11	0%	-41%	0	202
CCOC(=O)CN(C(=O)CSc1nnc(Cc2ccccc2)n1-c1ccc(C)cc1)c1ccccc1	1	101	-19	62	81	·	·	-1	101
O=C(Nc1cccc(-c2nc3ncccc3o2)c1)c1cc2ccccc2o1	·	·	-15	16	31	-14%	-54%	·	·
O=C1c2ccccc2N2C(=O)c3ccccc3[C@H]2N1c1ccccc1	3	179	-12	66	78	6%	14%	-3	179
CCOc1ccccc1C(=O)Nc1ccc(-c2nnc(-c3ccc(C)cc3)o2)cc1	8	208	7	99	92	·	·	-8	208
C=CCC(NC(C)c1ccccc1)c1ccco1 (stereo unspecified)	-10	135	-4	95	99	3%	-10%	10	135
Cc1ccc(C(C(=O)NC2CCCC2)N(C(=O)Cc2cccs2)c2ccc3c(c2)OCCO3)cc1 (stereo unspecified)	-18	136	·	·	·	-2%	-5%	18	136
CC1=C(C)CC(C(=O)NCCc2ccccc2)C(C(=O)O)C1 (stereo unspecified)	5	170	-36	52	87	-5%	-1%	-5	170
CCC(NC(=O)c1cccc(Cn2cc([N+](=O)[O-])cn2)c1)c1ccc(C(C)C)cc1 (stereo unspecified)	-8	206	·	·	·	0%	-41%	8	206
COc1ccc(OC)c(S(=O)(=O)Nc2c(F)cccc2F)c1	4	82	-11	84	95	-6%	-7%	-4	82
C/C=C/COc1nc2c(c(=O)n(C)c(=O)n2C)n1C	-11	149	15	87	73	·	·	11	149
CCC(CO)n1c(SCc2cc(=O)oc3cc(C)ccc23)nc2ccccc2c1=O (stereo unspecified)	-13	133	7	89	82	-52%	-174%	13	133
COc1ccc(-n2c(SCC(=O)Nc3ccccc3)nnc2-c2ccc(NS(=O)(=O)c3ccc(C)cc3)cc2)cc1	13	169	·	·	·	5%	11%	-13	169
COCCN(CCOC)Cc1c(C)[nH]c2c(C)c(C)ccc2c1=O	9	133	-1	87	88	8%	-22%	-9	133
CCCCN1C(=S)SC(C)(C)C1/[N+]([O-])=C/c1cccnc1 (stereo unspecified)	-12	158	-9	105	114	-2%	18%	12	158

The closing three records of the part above lead into the next:
mol	IL1B NFkB inh	IL1B NFkB inh cell count 2 µM	MRP resist rev	MRP resist rev cytotoxicity	MRP resist rev with doxorubicin	Bcl-B TR3 displacers	PLAP inhibitors HTS	NFkB transloc pot	NFkB transloc pot cell count 2 µM
COc1ccc(-n2c(SCC(=O)Nc3ccccc3)nnc2-c2ccc(NS(=O)(=O)c3ccc(C)cc3)cc2)cc1	13	169	·	·	·	5%	11%	-13	169
COCCN(CCOC)Cc1c(C)[nH]c2c(C)c(C)ccc2c1=O	9	133	-1	87	88	8%	-22%	-9	133
CCCCN1C(=S)SC(C)(C)C1/[N+]([O-])=C/c1cccnc1 (stereo unspecified)	-12	158	-9	105	114	-2%	18%	12	158
Cc1n[nH]c(=O)n1-c1ccc(Oc2ccccc2)cc1	4	104	·	·	·	0%	8%	-4	104
CCCn1c(CCC(=O)Nc2ccccc2Cc2ccccc2)nc2cc(S(=O)(=O)N3CCOCC3)ccc21	-3	184	9	39	30	-9%	-43%	3	184
CCSc1nnc(-c2ccc(S(=O)(=O)NCc3cccs3)cc2)o1	-18	190	0	84	84	3%	22%	18	190
CC(C)OC(=O)CC12CN3CC(CC(=O)OC(C)C)(CN(C1)C(=O)c1ccccc1C3=O)C2=O	-9	220	-12	95	107	3%	-23%	9	220
Cn1cnnc1SC(C(=O)Nc1cc(Cl)cc(Cl)c1)c1ccccc1 (stereo unspecified)	17	166	6	91	85	-8%	0%	-17	166
CN(C)S(=O)(=O)c1cccc(NC(=O)Cn2cnc3ccccc3c2=O)c1	-2	177	7	98	91	8%	-45%	2	177
CCOC(=O)c1sc2nc(NC(=O)C3CC3)sc2c1C	-23	171	-5	87	92	-21%	10%	23	171
CCCc1cc(=O)[nH]c(Nc2cc(OC)ccc2OC)n1	8	96	-6	92	98	-6%	2%	-8	96

A portion of the library; rates above refer to the full screens.
